# From PubChem
# TNAP activation fold – stimulation of alkaline phosphatase TNAP activity – biochemical, luminescent, no phosphate acceptor, uHTS, primary screen (AID 1001) | purified TNAP, luminescent activation assay, no phosphate acceptor; higher activation fold means a stronger effect | activation fold at 20 µM, or EC50 in µM where a hit was titrated | 200,000 tested, 0.03% active; in the data active = activation fold from about 3, or a potency from the dose series; inactive = the rest, 99 in 100 with activation fold below about 1.6; note: many of its hits are not listed in these tables
# human PMI inhibitors – MPI inhibition at elevated mannose 6-phosphate – biochemical, fluorescence intensity, high mannose 6-phosphate, primary screen (AID 1220); inhibition, % at 20 µM; hits with a dose series show IC50 in µM; recombinant PMI enzyme, coupled fluorescence intensity; higher % means a stronger effect; 190,000 tested, 0.66% active
# KOR beta-arrestin-1 – KOR antagonists, beta-arrestin recruitment, cell-based, luminescence, uHTS (AID 1778) | KOR beta-arrestin recruitment, luminescence, antagonist mode; higher % means a stronger effect | inhibition, % at 10 µM; hits with a dose series show IC50 in µM | 290,000 tested, 0.091% active; note: strong numbers were not always called active
# LYP phosphatase – inhibitors of LYP phosphatase, biochemical, fluorescence intensity, uHTS (AID 1779); recombinant LYP phosphatase, fluorescence intensity; higher % means a stronger effect; inhibition, % at 11.5 µM; hits with a dose series show IC50 in µM; 290,000 tested, 0.054% active;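 note: plate controls were vehicle with enzyme for no effect and no enzyme for full effect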
# KOR beta-arrestin-2 – kappa opioid receptor activators – cell-based, luminescence, uHTS, primary screen (AID 1777); 280,000 tested, 0.02% active; KOR beta-arrestin recruitment, luminescence; higher % means a stronger effect; activation, % at 10 µM, or EC50 in µM where a hit was titrated; in the data active = activation above about 50%, passing the limit was not always enough; note: a part of the inactive calls stands beside numbers as strong as those of hits
# HEK293 NOD2/NF-kB – inhibition of NOD2-driven NF-kB reporter – cell-based, luminescence, uHTS, HEK293 (AID 1566); HEK293 NOD2/NF-kB luciferase reporter, luminescence; higher % means a stronger effect; inhibition, % at 4 µM; hits with a dose series show EC50 in µM; 290,000 tested, 0.63% active; note: many of its hits are not listed in these tables
# human PMI inhibition – inhibitors of human PMI, primary screen, biochemical, fluorescence intensity, coupled assay (AID 1209); purified PMI enzyme, coupled fluorescence intensity; higher % means a stronger effect; inhibition, % at 20 µM; hits with a dose series show IC50 in µM; 190,000 tested, 0.42% active;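 note: plate controls were DMSO vehicle for no effect and wells lacking substrate for full effect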
# XIAP displacement – small molecules displacing peptide from XIAP – biochemical, IAP family, fluorescence polarization (AID 1018). XIAP BIR domain, fluorescence polarization peptide displacement; higher % means a stronger effect. displacement, % at 20 µM; hits with a dose series show IC50 in µM. 200,000 tested, 0.007% active; in the data active = displacement above about 50%; note: a part of the inactive calls stands beside numbers as strong as those of hits
# NOD1 NF-kB reporter – NOD1 signaling inhibitors, primary screen, cell-based, luminescence, uHTS (AID 1578). NOD1-driven NF-kB luciferase reporter cells, luminescence; higher % means a stronger effect. inhibition, % at 4 µM, or EC50 in µM where a hit was titrated. 290,000 tested, 1% active; in the data active = inhibition mostly above about 36%, no sharp cut-off; inactive = mostly below about 34%;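 note: HEK-293T reporter cells stimulated with the NOD1 agonist gamma-tri-DAP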
# * marks the source's active call; other numbers are inactive results; . = no result given; [ ] = remark or other dose. Cut-off read from the data, not from the text of the source, unless noted: active = inhibition above about 50%; inactive = the rest. A portion of the library; rates above refer to the full screens.
1) CNc1nc(Nc2ccc([N+](=O)[O-])cc2)nc(OCC(F)(F)F)n1
2) CCN(CC)CCCNC(=S)N(Cc1cccnc1)Cc1cc2cccc(C)c2[nH]c1=O
3) COC(=O)c1cnn2c(C(F)(F)F)cc(-c3ccco3)nc12
4) CC(C)(C)c1ccc(NNC(=O)C2CCC2)cc1
5) CCCNC(=O)C(=O)Nc1cc2c3c(c1)CCC(=O)N3CCC2
6) CCCCOc1ccc(C(=O)NN2CCN(C)CC2)cc1
7) Cc1ccccc1Nc1nnc(SCc2cc([N+](=O)[O-])cc3c2OCOC3)s1
8) CC(=O)N/C(=C\c1ccc(C)o1)C(=O)NCc1ccccc1
Assay by compound,1,2,3,4,5,6,7,8
TNAP activation fold,.,1,1.1,.,.,1.1,1.1,.
human PMI inhibitors,.,10%,-29%,.,.,0%,1%,.
KOR beta-arrestin-1,-10%[20 µM],2%,-1%,17%,-57%,-1%,-80%,-13%[20 µM]
LYP phosphatase,-12%,-9%,-9%,-3%,-16%,2%,7%,-11%
KOR beta-arrestin-2,-2.4%,-0.5%,2.9%,3.9%,2.7%,6.0%,14%,-1.9%
HEK293 NOD2/NF-kB,10%,9%,20%,3%,-35%,2%,-36%,11%
human PMI inhibition,.,11%,-8%,.,.,5%,6%,.
XIAP displacement,.,-13%,-5.0%,.,.,-14%,-3.1%,.
NOD1 NF-kB reporter,-21%,-31%,-21%,6%,-2%,-38%,25%,-2%

9) O=C(CN1C(=O)COc2ccccc21)NCCC1=CCCCC1
10) Cc1sc2c(=O)n3c(nc2c1C(=O)NC1CCCCC1)CCCCC3
11) Cc1cccc(C(=O)OCC(=O)Nc2sc3c(c2C#N)CCC3)c1
12) CC1(C)N([O-])C(c2cccs2)=C[N+]1=O
13) CCCc1cc(=O)oc2cc(C)cc(OCC(=O)NCCCN3CCOCC3)c12
14) C/C=C(\C)CN1CCC(Oc2cccc(C(=O)NCc3ccccn3)c2)CC1
15) COc1ccc(C2N(c3ccc(Cl)cc3)C(=O)C3CCCN32)cc1 (stereo not given)
16) CCOCCn1c(C(C)C)nc2ccccc21
Assay by compound,9,10,11,12,13,14,15,16
TNAP activation fold,1,1,1.1,1.1,.,.,0.8,1.1
human PMI inhibitors,7%,5%,-3%,4%,.,.,-11%,-5%
KOR beta-arrestin-1,23%,-17%,-2%,-16%,-1%,6%,-9%,-27%
LYP phosphatase,-8%,-6%,-7%,-6%,-9%,-10%,-1%,-6%
KOR beta-arrestin-2,-2.3%,-0.2%,8.9%,1.7%,13%,2.1%,13%,3.5%
HEK293 NOD2/NF-kB,-4%,17%,-1%,2%,23%,-2%,-31%,8%
human PMI inhibition,10%,2%,6%,2%,.,.,-12%,1%
XIAP displacement,-0.7%,-8.3%,-9.2%,-5.4%,.,.,-4.9%,-5.6%
NOD1 NF-kB reporter,-33%,-11%,-14%,-6%,-10%,-17%,-8%,18%

# 7 of the entries above in order of the NOD1 NF-kB reporter value, smallest number first:
6) CCCCOc1ccc(C(=O)NN2CCN(C)CC2)cc1
10) Cc1sc2c(=O)n3c(nc2c1C(=O)NC1CCCCC1)CCCCC3
12) CC1(C)N([O-])C(c2cccs2)=C[N+]1=O
8) CC(=O)N/C(=C\c1ccc(C)o1)C(=O)NCc1ccccc1
4) CC(C)(C)c1ccc(NNC(=O)C2CCC2)cc1
16) CCOCCn1c(C(C)C)nc2ccccc21
7) Cc1ccccc1Nc1nnc(SCc2cc([N+](=O)[O-])cc3c2OCOC3)s1
Assay by compound,6,10,12,8,4,16,7
TNAP activation fold,1.1,1,1.1,.,.,1.1,1.1
human PMI inhibitors,0%,5%,4%,.,.,-5%,1%
KOR beta-arrestin-1,-1%,-17%,-16%,-13%[20 µM],17%,-27%,-80%
LYP phosphatase,2%,-6%,-6%,-11%,-3%,-6%,7%
KOR beta-arrestin-2,6.0%,-0.2%,1.7%,-1.9%,3.9%,3.5%,14%
HEK293 NOD2/NF-kB,2%,17%,2%,11%,3%,8%,-36%
human PMI inhibition,5%,2%,2%,.,.,1%,6%
XIAP displacement,-14%,-8.3%,-5.4%,.,.,-5.6%,-3.1%
NOD1 NF-kB reporter,-38%,-11%,-6%,-2%,6%,18%,25%

# New compounds follow:
17) CN(C)S(=O)(=O)c1ccc(N2CCCC2)c(C(=O)NCC2CCCCC2)c1
18) NC(=O)c1ccsc1NC(=O)CS(=O)(=O)c1ccc(Cl)cc1
19) CCn1c2ccccc2c2cc(NC(=O)CSc3nnnn3-c3ccccc3)ccc21
20) Cc1ccc(NC(=O)CSCc2n[nH]c(=O)[nH]2)c(Br)c1
21) O=C(NC1CCCc2ccccc21)C1CCN(S(=O)(=O)c2cccc(C(F)(F)F)c2)CC1 (stereo not given)
22) O=C(CNC(=O)c1ccccc1Cl)c1ccccc1
23) O=C(COc1ccc2oc(-c3ccccc3)cc(=O)c2c1)NCc1ccco1
24) Fc1cccc(CNC2CCN(CCc3ccccc3)CC2)c1
Assay by compound,17,18,19,20,21,22,23,24
TNAP activation fold,1.2,.,1.1,1.3,1.2,.,1,.
human PMI inhibitors,-3%,.,6%,-2%,16%,.,-4%,.
KOR beta-arrestin-1,-25%,-13%,20%,16%,23%,9%,-6%,4%[20 µM]
LYP phosphatase,1%,-13%,3%,0%,2%,-3%,-5%,-2%
KOR beta-arrestin-2,2.3%,-6.0%,-1.9%,-5.7%,-4.6%,-4.7%,2.0%,-1.0%
HEK293 NOD2/NF-kB,7%,7%,9%,8%,17%,-57%,-46%,-38%
human PMI inhibition,-2%,.,7%,-2%,12%,.,3%,.
XIAP displacement,-0.5%,.,-0.1%,-6.8%,-12%,.,-2.0%,.
NOD1 NF-kB reporter,-46%,-5%,-13%,-31%,-11%,-60%,-15%,16%

25) COc1ccc(N2Cc3ccccc3/C2=N\C(=O)Nc2ccccc2)cc1
26) CCC(C)NC(=O)CC1Oc2ccc(C)cc2NC1=O (stereo not given)
27) S=c1[nH]nc(C2CCCCC2)n1/N=C/c1cccc(Br)c1
28) CCc1ccc(NC(=O)C2CCCN2C(=O)NC2CCCCC2)cc1 (stereo not given)
29) Cn1c(N)c(S(=O)(=O)N2CCN(Cc3ccccc3)CC2)c(=O)n(C)c1=O
30) C=CCn1c(C(C)NC(=O)C(C)(C)C)nc2ccccc21 (stereo not given)
31) Cn1c(=O)[nH]c(=O)c2c1nc(N1CCCCCC1)n2CCN1CCCCCC1
32) Cc1c(C(=O)Oc2cccc3ccccc23)cnn1-c1ccccc1
Assay by compound,25,26,27,28,29,30,31,32
TNAP activation fold,1.1,1.1,.,.,1.1,1.1,1,1.1
human PMI inhibitors,-5%,0%,.,.,-2%,6%,-4%,15%
KOR beta-arrestin-1,-6%,14%,21%,-12%,-10%,-4%,.,-3%
LYP phosphatase,-5%,-1%,-3%,-7%,-10%,-6%,-3%,4%
KOR beta-arrestin-2,-2.5%,-2.9%,-5.3%,0.2%,-4.0%,-2.8%,.,2.0%
HEK293 NOD2/NF-kB,4%,14%,16%,6%,14%,1%,0%,5%
human PMI inhibition,-2%,0%,.,.,-2%,4%,-18%,13%
XIAP displacement,-1.4%,-5.0%,.,.,-2.0%,-2.0%,-1.8%,-8.4%
NOD1 NF-kB reporter,-44%,-20%,1%,14%,-9%,-18%,-6%,-5%

33) CCc1ccc2oc(=O)cc(CN3CCN(c4ccc(F)cc4)CC3)c2c1
34) CC(C)(C)OC(=O)N/N=C\C=C\c1ccc2c(c1)OCO2
35) CN(C)CCNC(=O)c1ccccc1-c1cc2ccccc2c(=O)o1
36) Cc1ccc(CNC(=O)CCS(=O)(=O)c2cc3c(cc2Cl)NC(=O)CO3)cc1
37) CCCCCC(=O)OC(CN1CCCCCC1)CN1CCCC1=O (stereo not given)
38) O=C(Nc1ccc(F)cc1)c1cc(-c2ccncc2)nc2c(Cl)cccc12
39) CCOC(=O)c1nnn(-c2nonc2N)c1COc1c(C=O)cccc1OC
40) O=C(c1ccccn1)N1CC=C(c2ccccc2)CC1
Assay by compound,33,34,35,36,37,38,39,40
TNAP activation fold,1.1,0.9,.,.,.,.,1.2,1.1
human PMI inhibitors,1%,-4%,.,.,.,.,-3%,-1%
KOR beta-arrestin-1,-8%,-1%,-3%,-5%,22%,-74%,11%,-9%
LYP phosphatase,-6%,-2%,3%,-16%,-5%,-6%,-9%,0%
KOR beta-arrestin-2,-6.7%,2.9%,0.1%,-1.7%,4.6%,5.7%,-3.5%,-3.2%
HEK293 NOD2/NF-kB,10%,-68%,-4%,25%,11%,39%,-1%,0%
human PMI inhibition,5%,1%,.,.,.,.,2%,-40%
XIAP displacement,0.1%,5.3%,.,.,.,.,-2.1%,-5.3%
NOD1 NF-kB reporter,18%,-31%,-6%,-7%,2%,-8%,2%,-18%

41) COc1ccccc1NC(=O)CSc1nnc(C)n1CCc1ccccc1
42) CN(C)CCN(C(=O)c1ccc(S(=O)(=O)N(C)CC2CCCO2)cc1)c1nc2cc3c(cc2s1)OCO3 (stereo not given)
43) COc1cc(CNC(=O)CCCC(=O)c2ccccc2)cc(OC)c1OC
44) N#C/C(=C/c1ccccc1)C(=O)NCc1ccccc1
45) C/C(=N\NC(=O)c1ccc(NS(=O)(=O)c2cccs2)cc1)c1ccccc1
46) CCCOc1ccc(C(=O)CCNc2cccc(Cl)c2)cc1
47) COc1ccc(NC2CCCN(C(=O)CSc3ccccn3)C2)cc1OC (stereo not given)
48) C/C=C/c1ccc(OCC(O)CN(C)Cc2ccc(SC)cc2)c(OC)c1 (stereo not given)
Assay by compound,41,42,43,44,45,46,47,48
TNAP activation fold,1,.,.,1.1,1,1.1,.,.
human PMI inhibitors,-18%,.,.,-2%,4%,-6%,.,.
KOR beta-arrestin-1,-6%,-18%,-2%,-36%[20 µM],-10%,32%,11%,17%
LYP phosphatase,4%,-9%,-5%,-9%,-5%,2%,-10%,-9%
KOR beta-arrestin-2,0.4%,12%,3.6%,-1.8%,-2.7%,1.4%,4.1%,-6.6%
HEK293 NOD2/NF-kB,-4%,12%,5%,15%,4%,4%,-6%,-9%
human PMI inhibition,-12%,.,.,-5%,4%,-5%,.,.
XIAP displacement,-9.1%,.,.,-5.2%,-12%,-7.5%,.,.
NOD1 NF-kB reporter,-20%,-10%,-4%,-26%,-23%,-9%,7%,-10%

49) NC(=O)C(C(=O)/C=C/c1ccc(Cl)cc1)=C1SCCS1
50) O=C(c1ccc(Br)cc1)N1CCC2(CC1)NCCc1[nH]cnc12
51) CCc1ncc(/C=C2\C(=O)Nc3ccccc32)[nH]1
52) CC(C)(C)n1ncc2c(=O)n(CC(=O)c3ccccc3)cnc21
53) CC(C)c1ccc(Cc2nnc(NCCCO)[nH]c2=O)cc1
54) CC1CCOC(c2coc3ccccc3c2=O)O1 (stereo not given)
Assay by compound,49,50,51,52,53,54
TNAP activation fold,.,.,.,1.1,.,1.1
human PMI inhibitors,.,.,.,3%,.,-12%
KOR beta-arrestin-1,14%,0%,-11%,-13%,-19%,-37%
LYP phosphatase,-2%,-14%,0%,-4%,3%,-6%
KOR beta-arrestin-2,0.3%,-4.7%,3.0%,-4.3%,1.2%,2.1%
HEK293 NOD2/NF-kB,-98%,14%,-65%,-43%,-3%,-47%
human PMI inhibition,.,.,.,0%,.,-15%
XIAP displacement,.,.,.,0.4%,.,-4.2%
NOD1 NF-kB reporter,60%*,-4%,-18%,-37%,-15%,-9%
